Assay outcomes deposited in PubChem by National Center for Advancing Translational Sciences (NCATS).
Apoferritin bind = qHTS Assay for Identification of Novel General Anesthetics | Ferritin light chain (Equus caballus), P02791 | apoferritin/1-aminoanthracene competitive binding, fluorescence | Potency, µM (top dose mostly 77.5 µM), for the others: top-dose activity change, negative = displacement, most hits filed as inhibitors | hit rate 0.074% among 350,000 | AID 485281, 2010; further: potency means the concentration at half of the fitted maximal effect; on the % scale 0 is the no-effect control and ±100 the full control effect; nearly all actives have a fitted effect of over 20% in size
Target sequence (P02791 2-175 limits assumed): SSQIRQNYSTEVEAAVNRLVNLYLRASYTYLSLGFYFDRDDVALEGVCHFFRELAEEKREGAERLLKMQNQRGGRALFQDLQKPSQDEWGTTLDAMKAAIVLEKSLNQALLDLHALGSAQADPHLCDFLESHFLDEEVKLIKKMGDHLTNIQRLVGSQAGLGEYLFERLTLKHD
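Horse-spleen apoferritin (10 uM) in 50% saturated 1-aminoanthracene in PBS was incubated 10 min at room temperature with compound. Fluorescence (ex 380, em 535 nm) was normalized to free and bound 1-AMA, with concentration-response fitted by a four-parameter Hill equation.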
Glioma ERSR ind = qHTS for Inducers of the Endoplasmic Reticulum Stress Response (ERSR) in Human Glioma: qHTS | hit rate 0.02% among 420,000 | Potency, µM, without a hit: at the highest dose activation, hits mostly activators | U87-MG GRP78 promoter luciferase reporter, 16 h; further: potency means the concentration at half of the fitted maximal effect; series mostly up to about 76 µM; % of control where 0% means no effect; nearly all actives have a fitted effect of over 35% in size
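Stably transfected U87-MG glioma cells carrying a GRP78-based luciferase sensor; 16 h compound incubation. Luminescence end-point read 10 min after Bright-Glo addition at room temperature.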
Pol eta inh = qHTS for Inhibitors of Polymerase Eta. DNA polymerase eta (Homo sapiens), Q9Y253. recombinant Pol eta, fluorescent DNA replication assay. Potency, µM (titrated, usually from 114 µM), for inactives: top-dose activity change, negative = inhibition, actives largely listed as inhibitors. hit rate 1.2% among 390,000. AID 588591, 2011; further: potency means the concentration at half of the fitted maximal effect; on the % scale 0 is the no-effect control and ±100 the full control effect
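Pol eta (10 nM) was preincubated with compounds for 15 min at room temperature, after which fluorescent replication substrate (50 nM final) was added to start the reaction. Fluorescence was read kinetically at 0 and 10 min.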
POLK inh = qHTS for Inhibitors of Polymerase Kappa; hit rate 0.53% among 400,000; purified Pol kappa, fluorescent DNA synthesis assay, 10 min; Potency, µM (highest dose often 107 µM), for inactives: at the highest dose activity, negative = inhibition, most hits filed as inhibitors; further: potency means the concentration at half of the fitted maximal effect; on the % scale 0 is the no-effect control and ±100 the full control effect
Target sequence (Q9UBT6 whole entry, looked up): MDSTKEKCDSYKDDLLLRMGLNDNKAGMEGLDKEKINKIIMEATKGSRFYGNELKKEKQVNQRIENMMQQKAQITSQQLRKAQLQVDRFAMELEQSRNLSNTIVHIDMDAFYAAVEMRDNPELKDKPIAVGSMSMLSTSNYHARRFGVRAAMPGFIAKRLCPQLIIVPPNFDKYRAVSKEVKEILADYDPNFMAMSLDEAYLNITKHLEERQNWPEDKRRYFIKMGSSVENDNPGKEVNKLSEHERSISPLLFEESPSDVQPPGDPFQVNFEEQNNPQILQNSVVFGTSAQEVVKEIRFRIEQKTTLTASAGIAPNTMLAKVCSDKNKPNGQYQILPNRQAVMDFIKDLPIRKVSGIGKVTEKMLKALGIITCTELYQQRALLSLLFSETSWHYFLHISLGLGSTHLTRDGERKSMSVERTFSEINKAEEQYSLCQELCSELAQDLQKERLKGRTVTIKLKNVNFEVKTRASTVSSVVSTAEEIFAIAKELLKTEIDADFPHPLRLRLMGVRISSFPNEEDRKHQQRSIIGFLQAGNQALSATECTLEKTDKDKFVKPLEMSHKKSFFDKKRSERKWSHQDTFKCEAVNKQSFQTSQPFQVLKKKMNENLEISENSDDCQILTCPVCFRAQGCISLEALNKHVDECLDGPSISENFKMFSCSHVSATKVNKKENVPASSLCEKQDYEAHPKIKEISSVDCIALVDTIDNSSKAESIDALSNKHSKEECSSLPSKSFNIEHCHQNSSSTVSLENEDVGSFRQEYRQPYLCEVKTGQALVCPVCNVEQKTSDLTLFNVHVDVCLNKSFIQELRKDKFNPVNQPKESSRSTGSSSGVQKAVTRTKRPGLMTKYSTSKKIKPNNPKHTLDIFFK
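10 nM Pol kappa was preincubated with compounds for 15 min at room temperature. Reaction started with 50 nM (final) substrate. Fluorescence read kinetically at 0 and 10 min.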
LDHA inh = qHTS assay for inhibitors of human lactate dehydrogenase; purified LDHA, NADH/diaphorase-resazurin fluorescence; hits give low values; activity change, % (values are at about 110 or 230 µM); hit rate 0.15% among 480,000; AID 1347041, 2019; in the data active means activity change below about -30%; inconclusive means mostly about -25% to -30%;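 further: plate controls were DMSO wells for no effect and wells without enzyme for full effect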
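Enzyme activity of human lactate dehydrogenase 5 (2 nM; 0.06 mM NADH, 0.2 mM pyruvate, 5 min, RT) is measured via a resazurin/diaphorase fluorescence readout of residual NADH.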
BLM helicase inh = qHTS Assay for Inhibitors of Bloom's syndrome helicase (BLM); RecQ-like DNA helicase BLM (Homo sapiens), P54132; recombinant BLM DNA unwinding, fluorescence dequenching; Potency, µM (highest dose often 56.1 µM), inactives show top-dose activity change, negative = inhibition, usual class: inhibitors; hit rate 0.2% among 350,000;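 further: potency means the concentration at half of the fitted maximal effect; plate controls were vehicle for no effect and no enzyme for full effect; nearly all actives have a fitted effect of over 35% in size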
APEX1 inh = qHTS Assay for Inhibitors of the Human Apurinic/apyrimidinic Endonuclease 1 (APE1) | hit rate 0.35% among 350,000 | DNA repair nuclease/redox regulator APEX1 (Homo sapiens), P27695 | recombinant APE1, TAMRA/BHQ-2 abasic DNA cleavage fluorescence | Potency, µM (doses to about 65.8 µM), for the others: top-dose activity change, negative = inhibition, hits mostly inhibitors;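 further: potency means the concentration at half of the fitted maximal effect; plate controls were vehicle for no effect and reference inhibitor for full effect; nearly all actives have a fitted effect of over 55% in size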
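Endonuclease cleavage of a quenched abasic-site DNA duplex (50 nM) by APE1 (0.75 nM) was tracked by TAMRA dequenching. Compounds were preincubated with enzyme 15 min at room temperature; data normalized to buffer-only and DMSO wells plus NSC13755 control.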
Pol iota inh = qHTS for Inhibitors of Polymerase Iota; DNA polymerase iota (Homo sapiens), Q9UNA4; Pol iota fluorescent replication assay, 10 min; Potency, µM (series often up to 115 µM), without a hit: top-dose activity, negative = inhibition, actives largely listed as inhibitors; hit rate 1% among 390,000; AID 588590, 2011; further: potency means the concentration at half of the fitted maximal effect
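Fluorescent replication assay read twice, at 0 min and 10 min after adding 50 nM (final) substrate. Enzyme (10 nM) and compounds were first incubated 15 min at room temperature; enzyme-free buffer wells were negative controls.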
POLB inh = qHTS Assay for Inhibitors of DNA Polymerase Beta | P06746 | Pol beta primer extension/strand displacement, fluorescence kinetic | Potency, µM (top dose mostly 114 µM), inactives show at the top dose activity change, negative = inhibition, usual class: inhibitors | hit rate 1.3% among 340,000 | AID 485314, 2010; further: potency means the concentration at half of the fitted maximal effect; on the % scale 0 is the no-effect control and ±100 the full control effect
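Reaction started by 50 nM substrate onto compound-treated Pol beta (10 nM, 15 min preincubation, room temperature); plates read at 0 min and 10 min. Normalized concentration-effect data fitted by four-parameter Hill equation.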
* = called active by the depositor; u = inconclusive; x = not tested or not shown; [ ] = another dose, or the depositor's remark. Unless noted, the call rests on the fitted dose curve; in most records, active means well fitted curve in the direction sought with a large enough effect; inconclusive means small, poorly fitted or top-dose-only effect, or another doubt; inactive means no such curve, though single readings can be large; an effect the other way counts as inactive or inconclusive. An excerpt; count on the stated rates, not on these rows.

SMILES	Apoferritin bind	Glioma ERSR ind	Pol eta inh	POLK inh	LDHA inh	BLM helicase inh	APEX1 inh	Pol iota inh	POLB inh
COc1cc(NC(=O)Cn2c(=O)n(CC3CCC(C(=O)NCCc4ccccc4)CC3)c(=O)c3ccccc32)cc(OC)c1 (stereo unspecified)	5%	1%	-9%	12%	-1	-1%	x	-1%	11%
CC(C)SCc1nc2ccccc2[nH]1	u	0%	-3%	-17%	-5	-3%	0%	23%	1%
COc1ccc(C(CNC(=O)c2cccc(S(=O)(=O)NCc3ccccc3)c2)N2CCOCC2)cc1 (stereo unspecified)	x	-2%	-20%	-1%	0	x	-26%	29%	x
CCOC(=O)c1cc(-c2ccc(F)cc2)n(CCC(=O)Nc2ccccc2OC)c1C	-6%	-3%	-20%	-20%[60.1 µM]	-5	-8%	x	-8%	-7%
Nc1nc(SCC(=O)c2ccc(Br)s2)n[nH]1	u	-3%	-10%	0%	1	-6%	-5%	15%	1%
CC(=O)Nc1ccc2c(c1)nc(CN1CCCC1)n2C	-6%	-2%	-6%	-9%	1	6%	2%	-12%[58.9 µM]	6%
CC(C(=O)NCc1ccc(Cl)cc1)n1ccc2cc(S(=O)(=O)N3CCCCCC3)ccc21 (stereo unspecified)	80%[activator]	-4%	-24%	3%	3	-6%	x	8%	13%
CN(C)C(=O)Nc1ccc(F)cc1F	-12%	-5%	-7%	0%	-2	4%	-10%	21%	13%
CC(C)(C)c1csc(NC(=O)C2COc3ccccc3O2)n1 (stereo unspecified)	-7%	x	-23%	-3%	-4	-9%	13%	16%	6%
COC(c1ccccc1)c1c(-c2ccccc2)nn(C)c1Cl (stereo unspecified)	-3%	-2%	-4%	-20%	-1	-6%	-4%	5%	-1%
CCCCn1c(N(CCOC(C)=O)C(C)=O)nc2ccccc21	-9%	-4%	-5%	0%	-4	-5%	-3%	-4%	15%
CN(C)C(=O)c1ccc(N=Nc2c(O)c3ccccc3[nH]c2=O)cc1	x	-5%	-15%	-15%	0	x	x	10%	x
Cc1ccc(-n2c([S-])c(C(=O)NC(C)c3ccccc3)[n+]3ccccc23)cc1 (stereo unspecified)	-11%	10%	-8%	-6%	-8	-4%	-5%	42%[activator]	1%
CN1C(=O)C(=O)/C(=C(/O)c2ccccc2)C1c1ccc([N+](=O)[O-])cc1 (stereo unspecified)	-8%	-1%	-7%	12%	0	0%	1%	-5%	47%
Cc1ccc(C(=O)NC2(C(F)(F)F)NC(=O)N(c3ccc(Cl)cc3)C2=O)cc1 (stereo unspecified)	-6%	-3%	-28%	-11%	0	-8%	-8%	14%	18%
COC(=O)c1ccc2nc(NC(=O)CSCC(=O)OCC(=O)c3ccccc3)sc2c1	-12%	-1%	-16%	6%	-2	-6%	1%	u	2%
CCOc1ccc(C(=O)Nc2cc(NC(=O)c3ccco3)ccc2OC)cc1Br	-13%	-2%	-24%	-10%[60.1 µM]	-17	0%	x	-2%	-12%
Cc1cc(N2CCC(C)CC2)c(F)cc1[N+](=O)[O-]	-9%	-1%	-10%	-10%	0	-5%	-5%	24%	-8%
CC1CCC(CN2CCN=C2Nc2ccccc2)CC1 (stereo unspecified)	-4%	-6%	-8%	-6%	-1	0%	27%	30%[activator]	17%
COc1ccccc1N1CCN(C(=O)CCNS(=O)(=O)c2cc(Br)cnc2N)CC1	-15%	-6%	10%	-25%	0	0%	79%[activator]	6%	8%
NC(=O)C1CCN(C(=O)CC2C(=O)NCCN2Cc2cccc(Oc3ccccc3)c2)CC1 (stereo unspecified)	-13%	0%	-7%	-16%	11	-2%	-13%	8%	19%
Cc1ccc(C)c(OCC(=O)Nc2ccncc2)c1	-3%	-3%	-11%	-6%	-12	-10%	34%	u	-1%
O=C(O)c1ccccc1C=NNc1ccccn1	x	7%	-14%	-8%	-7	x	x	4%	x
COc1ccccc1NC(=O)Cn1c(=O)n(CCc2ccccc2)c(=O)c2sc3ccccc3c21	-5%	-4%	-11%	-13%	-3	-2%	x	36%[activator]	-4%
Cc1cc2nnc(SC3CCOC3=O)n2c2ccccc12 (stereo unspecified)	-14%	-4%	-16%	-9%	-6	0%	-2%	-7%	3%
Cn1ccc(-c2cc(C(=O)O)c3ccccc3n2)n1	-9%	-3%	-10%	-9%	-8	2%	7%	1%	-1%
N#Cc1c2ccc(OCC(N)=O)cc2n2ccccc12	317%[activator]	-5%	-15%	-13%	11	-11%	-12%	3%	-9%
O=C(CN(C(=O)CCC(=O)Nc1nccs1)c1ccccc1F)NCc1ccc(F)cc1	-6%	-4%	-7%	-4%	-11	0%	29%[12.4 µM]	134%[activator]	20%
C[C@@H]1CN([C@@H](C)CO)C(=O)c2cc(NC(=O)CCN3CCOCC3)ccc2O[C@@H]1CN(C)C(=O)Nc1ccccc1	x	-2%	-18%	-11%	-7	x	25%	u	x
COc1ccc(C(=O)Nn2c(SCC(=O)NC3CCCCC3)nc3ccccc3c2=O)cc1	u	-8%	-16%	7%	6	-4%	0%	23%	10%
CCC(Sc1nc2ccccc2c2nc(CCc3c(C)n[nH]c3C)nn12)C(=O)Nc1ccccc1F (stereo unspecified)	-7%	0%	-10%	11%[60.1 µM]	4	1%	x	-26%	-19%
CN(C)Cc1cc(O)c(CN(C)C)cc1O	0%	-3%	79µM*	16µM*	-5	22%	u	7.1µM*	10µM*
COC(=O)c1ccc(N2C(=O)CC(N3CCN(C(=O)c4ccco4)CC3)C2=O)cc1 (stereo unspecified)	-1%	-2%	-4%	-8%	-8	-2%	-1%	16%	-9%
COc1cc(/C=N/NC(=O)c2cc(-c3ccccc3Cl)nc3ccccc23)cc(OC)c1O	x	2%	-23%	-7%	5	x	x	31%[activator]	x
Nc1nc(-c2cccnc2)nn1C(=O)c1ccco1	20%	x	x	x	x	1%	4%	x	0%
CCOC(=O)c1c(-c2ccccc2Cl)csc1NC(=O)c1cc(S(=O)(=O)N2CCOCC2)ccc1C	-11%	-4%	-20%	-5%	-1	-9%	-6%	-8%	-10%
CCN(CC)C(=O)c1cncc(C(=O)N(CC)CC)c1-c1ccccc1	7%	-3%	-2%	-3%	-9	3%	0%	16%	-2%
COc1ccc(CN(C(=O)c2snc(C(N)=O)c2N)C(C(=O)NC2CCCC2)c2ccc(OC)c(OC)c2)cc1 (stereo unspecified)	-1%	-4%	-17%	-15%	-2	-10%	-13%	-2%	47%
O=C(COC(=O)CCc1c[nH]c2ccccc12)NC1CCS(=O)(=O)C1 (stereo unspecified)	-4%	-4%	-3%	5%	4	-6%	5%	-2%	13%
Cc1ccc(S(=O)(=O)N(C)C)cc1NC(=O)c1n[nH]c(=O)c2ccccc12	9%	-3%	7%	2%	-9	-2%	1%	-10%	0%
Cc1nc2c(-c3ccc(Cl)cc3)cnn2c2c1CCC2	-6%	1%	-20%	-2%	-7	-2%	0%	81%[activator]	14%
Cc1ccccc1CNC(=O)C1CCN(c2nnc(-n3c(C)ccc3C)s2)CC1	-2%	x	x	-3%	-8	-2%	x	5%	31%
Cc1ccc(Nc2nnc(SCC(=O)c3ccc(Br)s3)s2)c(C)c1	-13%	-4%	u	-7%	-3	-13%	0%	-2%	-17%
CC(C)(C)C(=O)Nc1cc(C(F)(F)F)ccc1N1CCOCC1	-10%	-4%	u	-8%	-7	0%	18%	2%	3%
Cc1ccc(Cl)cc1NC(=O)Cn1cccc1	-22%	-5%	-5%	-17%	-13	-1%	2%	38%[activator]	2%
COc1ccc(S(=O)(=O)NCCN2CCNC2=O)cc1OC	1%	-3%	-13%	1%	1	-6%	2%	109%[activator]	-14%
O=C(c1ccco1)N1CCC[C@@]2(CCN(c3ccccc3)C2)C1	x	-3%	x	-2%[60.1 µM]	x	-2%	2%	x	x
N#Cc1cccc(S(=O)(=O)NCC(=O)OCC(=O)NCc2ccccc2)c1	x	-3%	2%	-2%	1	x	39%	34%[activator]	x
COc1ccc(-n2cc(C(=O)NC(C)c3ccccc3)c3ccccc3c2=O)cc1 (stereo unspecified)	u	-1%	21%	-8%	-3	-4%	x	10%	1%
COc1ccccc1NC(=O)NCCCN1CCN(c2ccc(F)cc2)CC1	-1%	-2%	1%	-4%	-7	-1%	x	-5%	1%
COc1cc(/C=N/NC(=O)c2ccoc2C)ccc1OCCN1CCCCC1	-10%	1%	7%	-29%	2	-6%	-10%	-2%	-15%
COc1ccc2c(c1)N(C)/C(=C/c1cccc[n+]1C)S2	-5%	-4%	-15%	-21%	-5	88%[activator]	-19%	u	40µM*
NC(=S)C1COc2ccccc2O1 (stereo unspecified)	-3%	3%	-25%	-3%	-3	-2%	-5%	18%	41%
CC(C)(CO)Nc1ccc([N+](=O)[O-])cc1[N+](=O)[O-]	u	-2%	-2%	0%	-4	-3%	1%	8%	1%
CC(C)Oc1ccc(C(=O)NC(=S)Nc2ccc(Cl)c(C(=O)O)c2)cc1	2%	7%	-17%	6%	0	1%	-1%	3%	-1%

3 entries already listed, ordered by their value in Glioma ERSR ind, ascending:
| canonical_smiles | Glioma ERSR ind | Pol eta inh | POLK inh | LDHA inh | BLM helicase inh | Pol iota inh |
| --- | --- | --- | --- | --- | --- | --- |
| COc1ccc(S(=O)(=O)NCCN2CCNC2=O)cc1OC | -3% | -13% | 1% | 1 | -6% | 109%[activator] |
| CC(C)(CO)Nc1ccc([N+](=O)[O-])cc1[N+](=O)[O-] | -2% | -2% | 0% | -4 | -3% | 8% |
| COc1cc(/C=N/NC(=O)c2ccoc2C)ccc1OCCN1CCCCC1 | 1% | 7% | -29% | 2 | -6% | -2% |
